Screens deposited in PubChem BioAssay by National Center for Advancing Translational Sciences (NCATS).
KinaseGlo FLuc – Counterscreen for Luciferase (Kinase-Glo TM) Inhibition. Luciferin 4-monooxygenase (Photuris pensylvanica), Q27757. Kinase-Glo luciferase, ATP luminescence, 8 min. Potency, µM (doses to about 38.3 µM), without a hit: at the top dose activity change, negative = inhibition, hits mostly inhibitors. 200,000 compounds, 0.28% hits; note: potency is the fitted concentration of half-maximal effect; % is set by controls: 0 for no effect and ±100 for the full control effect; nearly all actives have a fitted effect of over 60% in size
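Light output from Kinase-Glo luciferase with luciferin and 10 uM ATP in 50 mM imidazole pH 7.2, KCl, MgCl2, Tween 20, BSA; compound pin-delivered, 8-min ambient incubation, then luminescence read.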
IMPase Li inh – qHTS Assay for Identifying the Cell-Membrane Permeable IMPase Inhibitors: Potentiation with Lithium; CHO-M1 cells, IP1 TR-FRET (IP-One), carbachol + lithium; Potency, µM (series often up to 59.4 µM), for inactives: top-dose activity, negative = IMPase inhibition, usual class: inhibitors; 210,000 compounds, 0.35% hits; AID 1457, 2008;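 note: IP1 builds up when IMPase is blocked and the TR-FRET signal falls; potency is the fitted concentration of half-maximal effect; plate controls were basal vehicle for no effect and high inhibitor control for full effect; nearly all actives have a fitted effect of over 50% in size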
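Readout is a homogeneous TR-FRET IP1 immunoassay (Ex 320, Em 665 and 620), where raised cytosolic IP1 lowers signal. Cells were CHO-M1 treated 30 min at 37C with test compounds plus a little lithium; AC50 values came from Hill-equation fitting.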
L3MBTL1 block – qHTS Assay for the Inhibitors of L3MBTL1 | Lethal(3)malignant brain tumor-like protein 1 (Homo sapiens), Q9Y468 | AlphaScreen L3MBTL1–H3K9me1 peptide binding | Potency, µM (top dose mostly 57.1 µM), for the others: at the top dose activity, negative = inhibition, actives largely listed as inhibitors | 230,000 compounds, 0.66% hits; note: potency is the fitted concentration of half-maximal effect; % is set by controls: 0 for no effect and ±100 for the full control effect; nearly all actives have a fitted effect of over 60% in size
Target sequence (Q9Y468 whole entry, looked up): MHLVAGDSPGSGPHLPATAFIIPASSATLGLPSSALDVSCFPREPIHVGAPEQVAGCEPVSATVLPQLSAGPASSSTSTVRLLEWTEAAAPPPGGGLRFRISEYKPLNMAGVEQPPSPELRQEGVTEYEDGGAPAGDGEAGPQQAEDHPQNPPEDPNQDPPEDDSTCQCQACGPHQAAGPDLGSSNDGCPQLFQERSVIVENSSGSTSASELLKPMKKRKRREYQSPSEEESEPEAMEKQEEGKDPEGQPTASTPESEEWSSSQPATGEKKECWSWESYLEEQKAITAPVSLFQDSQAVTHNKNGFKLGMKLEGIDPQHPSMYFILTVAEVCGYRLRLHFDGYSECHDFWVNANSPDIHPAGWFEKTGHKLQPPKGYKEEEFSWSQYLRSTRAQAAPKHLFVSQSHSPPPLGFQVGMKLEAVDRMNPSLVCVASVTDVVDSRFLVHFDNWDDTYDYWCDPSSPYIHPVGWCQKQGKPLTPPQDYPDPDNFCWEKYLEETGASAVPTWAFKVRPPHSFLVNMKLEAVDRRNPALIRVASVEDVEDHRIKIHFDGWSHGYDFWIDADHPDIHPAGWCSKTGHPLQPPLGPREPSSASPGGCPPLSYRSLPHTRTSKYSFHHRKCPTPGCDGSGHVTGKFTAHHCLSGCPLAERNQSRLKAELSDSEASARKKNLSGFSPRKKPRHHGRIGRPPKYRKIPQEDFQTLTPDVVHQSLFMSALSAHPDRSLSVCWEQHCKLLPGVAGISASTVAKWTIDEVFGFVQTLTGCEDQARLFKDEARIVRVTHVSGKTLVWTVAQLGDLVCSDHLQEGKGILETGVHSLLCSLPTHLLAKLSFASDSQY
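L3MBTL1 50 nM + b-AHA-H3(1-15)K9me1 75 nM, 30 min RT; compound added, 30 min RT; streptavidin donor/Ni-chelate acceptor beads 10 ug/mL each final, 30 min RT dark; AlphaScreen read.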
Epigenetic reg – Quantitative High-Throughput Screen for Regulators of Epigenetic Control. 280,000 compounds, 0.2% hits. AID 1865, 2009. murine LDR cells, GFP reporter derepression, 30 h. Potency, µM (top dose mostly 53.9 µM), inactives show top-dose GFP activation, usual class: activators; note: potency is the fitted concentration of half-maximal effect; % of control where 0% means no effect; nearly all actives have a fitted effect of over 60% in size
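In this reporter-derepression format, murine cells bearing a silenced integrated CMV-GFP locus incubate with test compound (30 h, 37 C), then are washed and imaged; fluorescent objects of 20–120 um count as induced cells.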
NPSR antagonist – qHTS Assay for Antagonists of the Neuropeptide S Receptor: cAMP Signal Transduction. Q6W5P4. CHO-NPSR cells, cAMP TR-FRET, antagonist mode. Potency, µM (series often up to 38.3 µM), for inactives: at the top dose activity change, negative = inhibition, usual class: inhibitors. 220,000 compounds, 1% hits; note: potency is the fitted concentration of half-maximal effect; % is set by controls: 0 for no effect and ±100 for the full control effect; nearly all actives have a fitted effect of over 50% in size; many of its hits are not listed in these tables
CBFb-RUNX1 inh – qHTS Assay for Compounds Blocking the Interaction Between CBF-beta and RUNX1 for the Treatment of Acute Myeloid Leukemia. Runt-related transcription factor 1 (Homo sapiens) + Core-binding factor subunit beta …. AlphaScreen CBFb-His/RUNX1-biotin binding, biochemical. Potency, µM (series often up to 59.8 µM), inactives show top-dose activity, negative = inhibition, most hits filed as inhibitors. 230,000 tested, under 10 active. AID 1477, 2009; note: % of control where 0% means no effect
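CBFb-His/RUNX1-biotin, 30 nM each, preincubated 20 min RT; compound 15 min RT; Ni + streptavidin beads 50 ng each, 90 min RT; AlphaScreen read.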
HTT aggregate – qHTS Multiplex Assay to Identify Dual Action Probes in a Cell Model of Huntington: Aggregate Formation (GFP). 220,000 compounds, 1.1% hits. PC12 HttQ103-GFP aggregates, Acumen cytometry, 40 h. Potency, µM (top dose mostly 46.1 µM), without a hit: at the top dose activity change, negative = inhibition, hits mostly inhibitors; note: potency is the fitted concentration of half-maximal effect; % is set by controls: 0 for no effect and ±100 for the full control effect; nearly all actives have a fitted effect of over 60% in size
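PC12 cells with ecdysone-inducible HTT exon1 Q103-GFP, induced by 100 nM tebufenozide, given compounds in a concentration series. GFP aggregates (1–25 um, 6 SD above background) counted in lysates by laser-scanning cytometry, 488 nm excitation.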
Starred values were filed as active, the others as inactive; ? = inconclusive; . = no result given; & = joins results of further samples; [ ] = dose if it differs, or a comment. Calls come from the whole dose curve; as a rule, active = well fitted curve in the direction sought with a large enough effect; inconclusive = small, poorly fitted or top-dose-only effect, or another doubt; inactive = no such curve, though single readings can be large; an effect the other way counts as inactive or inconclusive.

Start of the data: the first 8 entries, ahead of the listing:
SMILES	KinaseGlo FLuc	IMPase Li inh	L3MBTL1 block	Epigenetic reg	NPSR antagonist	CBFb-RUNX1 inh	HTT aggregate
CCOc1ccc(-n2c(CC)nc3ccccc3c2=O)cc1	7%	9%	-14%	0.0%	-5%	4%	-9%
COCCCn1c(N)c(C(=O)NCc2ccco2)c2nc3ccccc3nc21	.	.	-7%	5.8%	-31%	?	25%[9.22 µM]
COc1ccc2[nH]cc(CCN)c2c1	-2%&-2%&-3%	3%&3%&-4%&-5%&0%	-7%	1.2%&0.0%&1.1%&0.8%&0.9%	?	-2%&11%&9%&-3%	-1%
Nc1ccc2c(c1)oc1ccccc12	2%	-16%[38.3 µM]	-2%	-2.7%	0%[46.1 µM]	-3%	8%
COc1cc([C@@H]2c3cc4c(cc3[C@@H](OC)[C@H]3COC(=O)[C@H]23)OCO4)cc(OC)c1O	.	.	.	-3.2%	16%	23%	?
O=c1[nH]c(=S)n(C2CC2)c(O)c1C=NCc1ccc(F)cc1	.	.	.	-3.3%	-17%	8%	18%[9.22 µM]
CCn1c(O)c(C=NCc2ccccc2)c(=O)[nH]c1=S	-2%	-8%	.	0.9%	-42%	5%	-4%
CC(C)(C)n1cccc1/C=C1\C(=O)NC(=O)N(c2ccccc2)C1=O	0%	2%	-1%	0.0%	-4%	1%	1%

The whole of this part (from the top)
SMILES	KinaseGlo FLuc	IMPase Li inh	L3MBTL1 block	Epigenetic reg	NPSR antagonist	CBFb-RUNX1 inh	HTT aggregate
CCOc1ccc(-n2c(CC)nc3ccccc3c2=O)cc1	7%	9%	-14%	0.0%	-5%	4%	-9%
COCCCn1c(N)c(C(=O)NCc2ccco2)c2nc3ccccc3nc21	.	.	-7%	5.8%	-31%	?	25%[9.22 µM]
COc1ccc2[nH]cc(CCN)c2c1	-2%&-2%&-3%	3%&3%&-4%&-5%&0%	-7%	1.2%&0.0%&1.1%&0.8%&0.9%	?	-2%&11%&9%&-3%	-1%
Nc1ccc2c(c1)oc1ccccc12	2%	-16%[38.3 µM]	-2%	-2.7%	0%[46.1 µM]	-3%	8%
COc1cc([C@@H]2c3cc4c(cc3[C@@H](OC)[C@H]3COC(=O)[C@H]23)OCO4)cc(OC)c1O	.	.	.	-3.2%	16%	23%	?
O=c1[nH]c(=S)n(C2CC2)c(O)c1C=NCc1ccc(F)cc1	.	.	.	-3.3%	-17%	8%	18%[9.22 µM]
CCn1c(O)c(C=NCc2ccccc2)c(=O)[nH]c1=S	-2%	-8%	.	0.9%	-42%	5%	-4%
CC(C)(C)n1cccc1/C=C1\C(=O)NC(=O)N(c2ccccc2)C1=O	0%	2%	-1%	0.0%	-4%	1%	1%
CCC(=Nc1ccc(OC)cc1OC)c1c(O)n(C2CCCCC2)c(=O)[nH]c1=O	-9%	14%[38.3 µM]	2%	-0.8%	?	-22%	?
CC(C)CC1C(=O)N2CCCC2C2(O)O[C@@](NC(=O)C3C=C4c5cccc6[nH]c(Br)c(c56)CC4N(C)C3)(C(C)C)C(=O)N12 (some centres undefined)	-1%	33%[activator]	.	-1.3%	.	-26%	.
CC(C)N(CC[C@@](C(N)=O)(c1ccccc1)c1ccccn1)C(C)C	-1%[17.1 µM]	8%	.	-0.3%[16.9 µM]	.	-7%[21.7 µM]	-5%
Nc1c(C(=O)NCc2ccco2)c2nc3ccccc3nc2n1CCN1CCCCC1	-3%	23%[38.3 µM]	36%[activator]	-1.1%	?	5%	3.2µM*
CNC(=O)N(C)c1nnc(C(C)(C)C)s1	-1%&-6%	26%[38.3 µM]	.	-1.0%&1.2%	2%[46.1 µM]	0%	-2%
O=C(N/N=C/c1c(O)n(CCc2ccc(F)cc2)c(=O)[nH]c1=O)c1ccncc1	1%	-3%	.	-1.1%	-5%	?	14%
O=C(CSC1c2ccccc2-c2ccccc21)N/N=C/c1ccccc1C(=O)O	1%	3%	-7%	-1.5%	2%	-7%	0%[9.22 µM]
CCOc1ccc(CC2(CCc3ccncc3)C(=O)NC(=O)NC2=O)cc1	2%	1%	5%	3.8%	-1%	-2%	-2%[9.22 µM]
COc1cc(CNC(=O)CCCC/C=C/C(C)C)ccc1O	-3%	19%&10%&4%&-6%&-6%	-5%	-4.1%&9.5%&-0.8%&-1.3%	.	?	-2%
C[C@@H](Cc1cccc(C(F)(F)F)c1)NCCCc1ccccc1	-1%	23%	.	8.8%	.	3%[21.7 µM]	.
O=c1cccc2n1CC1CC2CN2CCCC[C@H]12 (some centres undefined)	-2%	12%	.	-4.1%	.	12%[21.7 µM]	.
O=C(CN1CC(c2ccccc2)CC1=O)Nc1ccc(F)cc1 (centres undefined)	3%	7%	-11%	-1.0%	3%[46.1 µM]	-7%	-8%
COC(=O)C(O)(c1ccc2c(c1)CCCN2)C(F)(F)F (centres undefined)	1%	4%[38.3 µM]	4%	-1.2%	-26%[46.1 µM]	-1%	-7%
C=CCNC(=O)c1c(N)n(CCN2CCOCC2)c2nc3ccccc3nc12	0%	1%[38.3 µM]	20%	0.0%	-19%[46.1 µM]	23%	-12%
CCCC(C)C1(CC)C(=O)NC(=O)NC1=O (centres undefined)	-5%	9%	.	0.0%	.	8%	5%
CN1CCN(C(=O)COc2ccc(S(=O)(=O)N(C)Cc3ccccc3)cc2)CC1	-1%	72%[activator][38.3 µM]	.	-0.8%	5%[46.1 µM]	4%	-17%
CCOC(=O)c1c(C)n(C(C)C)c2ccc(OC)cc12	.	.	.	-1.2%	-19%	2%	-10%[9.22 µM]
The results go on:
SMILES	KinaseGlo FLuc	IMPase Li inh	L3MBTL1 block	Epigenetic reg	NPSR antagonist	CBFb-RUNX1 inh	HTT aggregate
CC1CCCC(NC(=O)COC(=O)Cc2ccccc2)C1C (centres undefined)	0%	1%[38.3 µM]	.	-3.0%	-4%[46.1 µM]	3%	0%[9.22 µM]
CC(C)COC(=O)c1ccccc1C(=O)OCC(C)C	.	15%	.	0.0%	3%	10%[21.7 µM]	5%[9.22 µM]
O=c1[nH]c(=S)[nH]c(O)c1N=Nc1ccc2c(c1)OCCO2	.	.	-23%	5.5%	37%[7.67 µM]	6%	8%[9.22 µM]
OC(c1ccc(F)cc1)C(c1ccccc1)N1CCOCC1 (centres undefined)	8%	-12%[38.3 µM]	.	-2.4%	-14%[46.1 µM]	7%	5%
CCN1C(=O)C(=Cc2cc(C)n(C3CC3)c2C)C(=O)N(CC)C1=S	-3%	-10%	-13%	5.0%	-54%	1%	?
Cc1cc(OCCN2CC2)c2ccccc2n1	.	.	.	1.1%	5%	1%	-1%[9.22 µM]
CCOc1cccc(OCCOCCN2CCCC2)c1	-4%	3%[38.3 µM]	-2%	-3.2%	4%[46.1 µM]	13%	?
CCOP(=S)(OCC)SCn1c(=O)oc2cc(Cl)ccc21	0%	28%	.	-1.1%	.	.	.
COc1cccc(-n2c(O)c(C=Nc3c(C)n(C)n(-c4ccccc4)c3=O)c(=O)[nH]c2=O)c1	3%	4%	-3%	0.1%	10%	3%	30%
COc1ccc(-c2n(-c3ccccn3)c3ccccc3[n+]2-c2ccccn2)cc1	.	.	.	3.4%	-5%	10%	14%[9.22 µM]
O=C(Cc1ccccc1)OC(COCc1ccccc1)CN1CCOCC1 (centres undefined)	0%	29%[38.3 µM]	8%[11.4 µM]	0.0%	-11%[46.1 µM]	7%	-3%
CCCCn1c(=O)c(C(=O)NCc2ccco2)c(O)c2ccccc21	.	8%	.	-1.3%	-33%	0%	2%
O=c1[nH]c(=O)n(-c2ccccc2Cl)c(O)c1C=NCCN1CCCCC1	-2%	8%[38.3 µM]	6%	0.0%	11%[46.1 µM]	10%	-9%
NC(=O)c1cc([N+](=O)[O-])cc([N+](=O)[O-])c1	-6%	6%	.	-2.2%	.	16%	2%
CCCCCCC[n+]1ccc(-c2cc[n+](CCCCCCC)cc2)cc1	-4%&2%	9%&25%	-2%	-1.8%&-2.6%	11%	3%	?
CSc1nc2ccccc2c(=O)n1-c1cccnc1	.	.	-3%	-0.1%	7%	11%	-9%[9.22 µM]
CN1C(=O)CC(c2ccccc2)Nc2ccccc21 (centres undefined)	.	.	.	-0.2%	21%	6%	5%[9.22 µM]
O=P(Nc1cccnc1)(Oc1ccccc1Cl)Oc1ccccc1Cl	1%	7%	-7%	-3.0%	1%	10%	9%
C=CCn1c(O)c(C(CC)=NCCc2c[nH]c3ccccc23)c(=O)[nH]c1=O	.	.	-3%	-1.4%	9%[7.67 µM]	-6%	-3%[9.22 µM]
C=CCc1ccc2c(c1)OCO2	-4%	20%&-4%	.	2.7%	.	19%	.
CCOP(=O)(OCC)C(NC(C)=O)C(Cl)(Cl)Cl (centres undefined)	-2%	-1%[38.3 µM]	5%	-1.1%	0%[46.1 µM]	8%	0%
N#Cc1ccccc1Cn1cc(C(=O)c2ccco2)c2ccccc21	-1%	15%	-3%	-3.2%	?	6%	-19%
CC[C@@]1(c2ccc(N)cc2)CCC(=O)NC1=O	1%[17.1 µM]	4%	.	0.0%[16.9 µM]	.	-1%[21.7 µM]	-7%
Clc1cccc(Cl)c1CN1CCN(c2ccccc2)CC1	3%	2%[38.3 µM]	.	-2.9%	-11%[46.1 µM]	-3%	13%[9.22 µM]
Cc1ccc(N(C)C(=O)Oc2cccc3cccnc23)cc1	2%	26%[38.3 µM]	2%[11.4 µM]	-1.0%	-10%[46.1 µM]	7%	-1%
CCCCCCCCCCCCCC(=O)OC1C(C)[C@@]2(O)C(C=C(CO)C[C@]3(O)C(=O)C(C)=C[C@H]23)[C@@H]2C(C)(C)[C@]12OC(C)=O (some centres undefined)	-13%	14%	.	2.7%	.	17%	.
CCOP(=O)(OCC)C(O)c1ccc(Br)cc1 (centres undefined)	5%	-10%	-3%	0.0%	-12%[46.1 µM]	-1%	5%
CCCCCCCCc1[se]c2ccccc2c1I	-1%[39.9 µM]	1%	.	2.5%	.	-6%	.
CN1C(=O)C(=Cc2ccccc2OCc2ccccc2Cl)C(=O)N(C)C1=O	-2%	-2%	9%	0.0%	-15%	2%	-5%

Individual results from above:
NPSR antagonist with O=C(N/N=C/c1c(O)n(CCc2ccc(F)cc2)c(=O)[nH]c1=O)c1ccncc1 reads -5%
IMPase Li inh with CC1CCCC(NC(=O)COC(=O)Cc2ccccc2)C1C (centres undefined) reads 1%[38.3 µM]

A portion of the library. The share of hits here may be higher or lower than overall.
